PKM2 activator – qHTS Assay for Activators of Human Muscle isoform 2 Pyruvate Kinase; Pyruvate kinase PKM (Homo sapiens), P14618; purified PKM2, Kinase-Glo ATP luminescence, activation; response scale: 0% is enzyme alone, no compound; Potency, µM (titrated, usually from 57.5 µM), for inactives: at the highest dose activation, actives largely listed as activators; actives 0.34% (n = 260,000); AID 1631, 2009; also: potency is read from the fitted curve at half-maximal effect; % is scaled to controls: 0 for no effect and ±100 for the full control effect; nearly all actives have a fitted effect of over 55% in size
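Purified hPK-M2 (>95%) run at intermediate activity with 0.1 mM ADP and 0.5 mM PEP in 50 mM imidazole pH 7.2, KCl, MgCl2; 1 h room temperature. ATP formed read by Kinase-Glo luminescence; normalized to uninhibited and no-enzyme controls.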
Mito fusion yeast – qHTS Assay for Small Molecule Inhibitors of Mitochondrial Division or Activators of Mitochondrial Fusion. Potency, µM (highest dose often 46.1 µM), for the others: at the top dose growth rescue (activation), actives largely listed as activators. AID 485298, 2010. S. cerevisiae fusion-defective mutant growth rescue, CellTiterGlo 48 h. actives 0.23% (n = 320,000);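 also: potency is read from the fitted curve at half-maximal effect; % of control where 0% means no effect; nearly all actives have a fitted effect of over 45% in size; temperature-sensitive fusion mutants such as fzo1-1 at 37 °C on non-fermentable ethanol glycerol medium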
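Yeast fusion mutant, YPEG (non-fermentable carbon), compound, 48 h at 37C non-permissive; CellTiterGlo added, 10 min RT, luminescence read. Rescued growth = division inhibition.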
RORgamma inh – qHTS for inhibitors of ROR gamma transcriptional activity | Nuclear receptor ROR-gamma (Mus musculus), P51450 | Drosophila S2 Gal4-RORgamma UAS-luciferase reporter, 20 h | Potency, µM (top dose mostly 53.6 µM), inactives show at the top dose activity change, negative = inhibition, actives largely listed as inhibitors | actives 5.4% (n = 310,000); also: potency is read from the fitted curve at half-maximal effect; % is scaled to controls: 0 for no effect and ±100 for the full control effect; nearly all actives have a fitted effect of over 60% in size
Target sequence (P51450 whole entry, looked up, the tested form may be a part): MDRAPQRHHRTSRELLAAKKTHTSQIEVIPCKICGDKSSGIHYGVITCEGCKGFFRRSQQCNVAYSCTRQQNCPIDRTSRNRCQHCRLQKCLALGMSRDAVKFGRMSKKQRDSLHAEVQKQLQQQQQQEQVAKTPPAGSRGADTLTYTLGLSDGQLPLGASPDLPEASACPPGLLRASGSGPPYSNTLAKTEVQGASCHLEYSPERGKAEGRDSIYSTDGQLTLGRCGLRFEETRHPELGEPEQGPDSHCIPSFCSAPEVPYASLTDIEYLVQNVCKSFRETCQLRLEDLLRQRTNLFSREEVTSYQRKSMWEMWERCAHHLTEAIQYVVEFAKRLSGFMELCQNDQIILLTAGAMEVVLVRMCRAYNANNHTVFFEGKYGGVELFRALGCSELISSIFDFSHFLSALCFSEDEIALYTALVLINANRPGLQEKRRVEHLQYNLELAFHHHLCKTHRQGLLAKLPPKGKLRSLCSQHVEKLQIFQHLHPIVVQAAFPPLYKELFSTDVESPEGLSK
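Drosophila S2 cells stably expressing Gal4-DBD/mouse RORγ fusion under metallothionein promoter plus UAS-luciferase; compound 1 h, then 700 uM CuSO4 induction for 20 h at ambient temperature; inhibition read as reduced luminescence.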
MBNL1-CUG inh – qHTS Assay for Inhibitors of MBNL1-poly(CUG) RNA binding | Muscleblind-like protein 1 (Homo sapiens), Q9NR56 | AID 2675, 2010 | Potency, µM (titrated, usually from 57.5 µM), for inactives: at the top dose activity change, negative = inhibition, hits mostly inhibitors | TR-FRET MBNL1-His/biotin-(CUG)12 binding, 665/545 ratio | actives 0.036% (n = 280,000); active = well fitted inhibition curve with a large enough effect in the signal ratio, with a control signal flat, not every such curve was filed as active; inconclusive = small, poorly fitted or top-dose-only effect, or effect the other way, or a change in a side signal; inactive = no such curve, though single readings can be large or run the other way; the % refers to the signal ratio; also: potency is read from the fitted curve at half-maximal effect; % is scaled to controls: 0 for no effect and ±100 for the full control effect
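Compounds (final 92 nM to 58 uM) are added to His-tagged MBNL1 and biotin-(CUG)12, then terbium anti-His antibody and streptavidin-XL665 (5 nM final). After 60 min at room temperature, the 665/545 nm ratio is read.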
FLuc counter – qHTS profiling assay for firefly luciferase inhibitor/activator using purifed enzyme and Km concentrations of substrates (counterscreen for miR-21 project); Luciferin 4-monooxygenase (Photinus pyralis), P08659; purified FLuc, Km substrates, luminescence inhibition; actives 6.9% (n = 360,000); Potency, µM (highest dose often 57.5 µM), for the others: at the top dose activity change, negative = inhibition, most hits filed as inhibitors;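 also: potency is read from the fitted curve at half-maximal effect; plate controls were vehicle for no effect and reference inhibitor for full effect; nearly all actives have a fitted effect of over 55% in size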
Target sequence (P08659 whole entry, looked up): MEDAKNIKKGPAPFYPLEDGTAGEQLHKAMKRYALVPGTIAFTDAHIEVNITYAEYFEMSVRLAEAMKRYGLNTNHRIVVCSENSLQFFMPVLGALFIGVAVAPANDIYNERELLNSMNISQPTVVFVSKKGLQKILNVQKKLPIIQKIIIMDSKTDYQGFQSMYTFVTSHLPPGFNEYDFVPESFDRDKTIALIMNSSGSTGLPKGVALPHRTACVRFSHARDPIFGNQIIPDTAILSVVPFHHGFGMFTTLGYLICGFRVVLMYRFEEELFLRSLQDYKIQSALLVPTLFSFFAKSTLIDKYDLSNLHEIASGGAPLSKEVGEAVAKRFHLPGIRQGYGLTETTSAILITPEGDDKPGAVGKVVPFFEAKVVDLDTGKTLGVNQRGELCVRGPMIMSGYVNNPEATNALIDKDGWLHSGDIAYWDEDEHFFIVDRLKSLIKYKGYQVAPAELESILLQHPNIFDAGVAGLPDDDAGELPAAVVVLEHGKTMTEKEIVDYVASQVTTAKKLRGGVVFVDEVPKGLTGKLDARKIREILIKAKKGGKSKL
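Purified P. pyralis luciferase, 10 nM final, with Km-level 10 uM D-luciferin and 10 uM ATP in 50 mM Tris acetate pH 7.5, 10 mM Mg acetate, 0.01% Tween-20, 0.05% BSA; 6-point qHTS titration about 60 µM downward; luminescence read.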
KCNH2 3.1 block – qHTS for Inhibitors of KCHN2 3.1: Mutant qHTS; Potassium voltage-gated channel subfamily H member 2, brain isoform KCNH2 3.1 (human); U2OS KCNH2 3.1, thallium flux FluxOr; stronger effect = lower value; activity change, % (tested at about 1.8 µM); actives 0.95% (n = 340,000); AID 720553, 2013;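 active = maximum activity change below -70%; inconclusive = maximum activity change from -70% to -50%; inactive = maximum activity change above -50%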;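 also: thallium influx rate constant from kinetic fluorescence after stimulation buffer; % is scaled to controls: 0 for no effect and ±100 for the full control effect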
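Kinetic fluorescence (2 min after stimulation buffer) measures Tl+ influx through KCNH2 3.1 expressed by viral transduction in U2OS cells; the rate constant is normalized against DMSO controls serving as positive and negative references.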
Rab9 promoter act – qHTS Assay for Rab9 Promoter Activators; Potency, µM (highest dose often 9.22 µM), inactives show top-dose activation, negative = inhibition, hits mostly activators; Huh7 Rab9 promoter-luciferase reporter, luminescence, 24 h; actives 2.8% (n = 320,000); also: potency is read from the fitted curve at half-maximal effect; % of control where 0% means no effect; nearly all actives have a fitted effect of over 60% in size
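Promoter activation is measured as luciferase luminescence in Huh7 cells stably transfected with a Rab9 promoter–luciferase construct, following 24 h compound exposure at 37 °C and 10 min reagent incubation at ambient temperature.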
Gal4-VP16 FLuc – VP16 counterscreen qHTS for inhibitors of ROR gamma transcriptional activity. AID 2546, 2010. actives 3.5% (n = 310,000). Drosophila S2 Gal4-VP16 UAS-luciferase, luminescence, 20 h. Potency, µM (highest dose often 53.6 µM), without a hit: at the top dose activity, negative = inhibition, hits mostly inhibitors;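 also: Gal4-VP16 expression switched on by copper sulfate through the metallothionein promoter; potency is read from the fitted curve at half-maximal effect; % is scaled to controls: 0 for no effect and ±100 for the full control effect; nearly all actives have a fitted effect of over 50% in size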
ELG1 repair inh – qHTS screen for small molecules that inhibit ELG1-dependent DNA repair in human embryonic kidney (HEK293T) cells expressing luciferase-tagged ELG1. actives 2.3% (n = 330,000). HEK293T ELG1-luciferase reporter, luminescence, 16 h; DNA damage induced by 5-fluorouridine. Potency, µM (top dose mostly 46.1 µM), without a hit: at the top dose activity change, negative = inhibition, actives largely listed as inhibitors. AID 504467, 2011; also: potency is read from the fitted curve at half-maximal effect; % is scaled to controls: 0 for no effect and ±100 for the full control effect; nearly all actives have a fitted effect of over 55% in size
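HEK293T cells expressing luciferase-tagged ELG1 (2,000/well) received 5-Fluorouridine plus compound or DMSO for 16 hr at 37 °C. Luciferase was read by ONE-Glo luminescence after 30 min at room temperature.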
Menin MLL FP TR – qHTS Assay for Inhibitors Targeting the Menin-MLL Interaction in MLL Related Leukemias: Competition With Texas Red Labeled MLL-derived Mutant Peptide; AID 1768, 2009; actives 0.23% (n = 270,000); Potency, µM (titrated, usually from 61.6 µM), for the others: top-dose FP activity change, negative = inhibition, actives largely listed as inhibitors; Menin + Texas Red MLL mutant peptide, fluorescence polarization; O00255; active = well fitted inhibition curve with a large enough effect in the polarisation, with a control signal flat, not every such curve was filed as active; inconclusive = small, poorly fitted or top-dose-only effect, or effect the other way, or a change in a side signal; inactive = no such curve, though single readings can be large or run the other way; the % refers to the polarisation; also: potency is read from the fitted curve at half-maximal effect; % of control where 0% means no effect; many of its hits are not listed in these tables
NPC1 promoter act – qHTS Assay for NPC1 Promoter Activators; Huh7 NPC1 promoter luciferase reporter, 24 h; Potency, µM (series often up to 9.22 µM), without a hit: at the top dose activation, hits mostly activators; actives 2.4% (n = 320,000);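 also: potency is read from the fitted curve at half-maximal effect; % of control where 0% means no effect; nearly all actives have a fitted effect of over 60% in size; reporter is driven by a mutant NPC1 promoter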
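Stable NPC1-promoter luciferase Huh7 line; cpd (DMSO) 24 h, 37 °C, 5% CO2; Amplite luciferase reagent 10 min RT; luminescence readout. qHTS format.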
The depositor's hits bear a star; ? = inconclusive; . = no result given; & = joins results of further samples; [ ] = another dose, or the depositor's remark. Unless noted, calls follow the shape of the dose curve; as a rule, active = well fitted curve in the direction sought with a large enough effect; inconclusive = small, poorly fitted or top-dose-only effect, or another doubt; inactive = no such curve, though single readings can be large; an effect the other way counts as inactive or inconclusive. The list is partial; rates above refer to the full screens.

Molecule	PKM2 activator	Mito fusion yeast	RORgamma inh	MBNL1-CUG inh	FLuc counter	KCNH2 3.1 block	Rab9 promoter act	Gal4-VP16 FLuc	ELG1 repair inh	Menin MLL FP TR	NPC1 promoter act
O=C1c2ccccc2C(=O)N1CCCOCc1c[nH]c(=O)[nH]c1=O	-2%	0%	-12%	-2%	6%	-17	10%	7%	0%	10%	-1%
Cn1c(=Nc2ccccc2)sc2ccccc21	10%	-1%	32%	-5%	21µM*	-12	24%	20%	?	-1%	14%
O=C1OCCC1Sc1nc2ccccc2n1Cc1ccccc1 (stereo unspecified)	-1%	-3%	0%	4%	4%	0	2%[1.84 µM]	8%	15%	-20%	1%
Cc1ccc(NC2=Nc3ccccc3CS2)cc1	-34%	-2%	?	-6%	0.48µM*	-5	0.32µM*	-56%	?	0%	0.32µM*
Fc1ccc(-c2[nH]ncc2CN2CCN(c3ccc(F)cc3)CC2)cc1	-1%	-15%	4%	.	3%	-19	-1%	6%	-6%	.	1%
Nc1ccccc1C(=O)NCCCN1CCOCC1	.	6%	5%	-6%	1%	7	2%	-10%	26%	2%	-6%
OC(c1ccccc1)c1nccn1Cc1ccccc1 (stereo unspecified)	0%	-4%	-30%	5%	0%	0	-3%	-4%	-1%	4%	1%
O=C(Cc1cccc2ccccc12)N1CC[C@@]2(O)CCCC[C@H]2C1	-6%	8%	16%	1%	-2%	-4	-4%	2%	4%	-26%	-2%
Oc1ccccc1CNc1ccc(OC(F)(F)F)cc1	-1%	-1%	2%	4%	?	-17	?	?	?	?	13%
COc1cc(C(=O)NC(=S)NCc2ccco2)cc(OC)c1OC	8%	-7%	6.3µM*	-1%	7%	-2	-7%	6.3µM*	?	?	-8%
COC(=O)c1cc(S(=O)(=O)NCC2CCN(Cc3ccccc3F)CC2)c[nH]1	.	2%	-8%	-14%	4%&-1%	-118*	-2%	8%	7%	.	-1%
CC1=NNC(=O)C1CC(=O)N/N=C(\C)c1ccco1 (stereo unspecified)	-43%	-3%	12%	6%	0%	12	2%	1%	-11%	-4%	1%
O=C(O)c1cccc(Cn2cc(Br)cn2)c1	2%	-4%	-44%	-10%	0%	4	6%	6%	2%	3%	-1%
Cc1cccn2c(=O)c(/C=C(\C#N)C(=O)NC3CCS(=O)(=O)C3)c(Oc3ccc(F)cc3)nc12 (stereo unspecified)	-3%	?	39%	?	3%	7	5%	-7%	-9%	0%	3%
Cc1c(C(=O)Nc2nnc(SCc3ccccc3Cl)s2)cccc1[N+](=O)[O-]	0%	-5%	-13%	.	0%	32	-3%	-7%	1%	?	0%
Cc1nc2c(Br)c3nc(C(F)(F)F)[nH]c3c(Br)c2[nH]1	-1%	-2%	0%	-5%	3%	14	11%	-11%	-3%	0%	-5%
Cc1ccc(CNc2ccc(S(=O)(=O)N3CCOCC3)cc2[N+](=O)[O-])cc1	3%	23%	40%	?	2%	8	-2%	3%	-1%	2%	0%
O=C(CSc1nc2ccc(NC(=O)CSc3nnnn3-c3ccccc3)cc2s1)Nc1ccccc1	2%	0%	27%	?	5%	-14	-2%	?	?	?	-4%
Cc1ccc(NC(=O)NCC(c2ccccc2)N(C)C)cc1 (stereo unspecified)	.	4%	26%	-1%	?	0	22%	22%	?	-8%	21%
CN(C)/C=C/C(=O)/C=C/c1ccc(Cl)cc1	5%	14%	22%	?	13µM*	-22	?	-4%	?	1%	?
CCn1ncc(Br)c1C(=O)Nc1nccs1	-14%	2%	13µM*	3%	2%	1	-2%	?	6%	-4%	-2%
CCOc1ccc(S(=O)(=O)N2CCOCC2)cc1NC(=O)CN1C(=O)NC2(CCCCC2)C1=O	.	-1%	.	.	0%	-16	-6%	.	10%	.	-5%
Cc1cc[n+](CC(=O)Nc2cc(C(F)(F)F)ccc2Cl)cc1	3%	-8%	-11%	4%	3%	14	-4%	-3%	0%	3%	-5%
O=C(COC(=O)c1ccc[nH]c1=O)NC1CCCc2ccccc21 (stereo unspecified)	-7%	-10%	20%	6%	-1%	-4	1%	-24%	-10%	.	-2%
O=c1[nH]c(/C=C/c2ccc(OC(F)F)cc2)nc2c1cnn2-c1ccccc1	-6%	-3%	-11%	-5%	0%	-14	-5%	-6%	?	14%	-7%
CCOC(=O)c1cnn(Cc2ccccc2)c1N	-11%	4%	6%	13%	-4%	9	0%	-5%	12%	-13%	2%
C=CC[C@]12CCc3ccccc3C1N(c1ccc(C(=O)OCC)cc1)C2=O (stereo partly specified)	.	10%	.	.	-9%	-10	-2%	.	7%	.	-2%
O=C(NCCC1CCCCN1S(=O)(=O)c1ccc(Cl)cc1)C(=O)NCc1cccnc1 (stereo unspecified)	.	11%	.	.	-1%	12	2%	.	-9%	.	7%
O=C(CSc1ncccn1)N/N=C/c1cccc([N+](=O)[O-])c1	1%	-13%	35%	?	-8%	0	1%	0%	-1%	4%	0%
Cc1cnc(C(=O)OCC(=O)c2ccc(-c3ccccc3)cc2)cn1	1%	2%	-8%	4%	-2%	-5	3%	0%	0%	.	0%
Cc1oc(C(C)(C)C)cc1C(=O)NC1CCN(Cc2ccccc2)CC1	-2%	-3%	-2%	-16%	2%	2	-9%	3%	?	.	1%
O=C(NCCc1ccccc1)C1CC1	.	8%	-14%	-1%	-1%	0	12%	-5%	?	-6%	-2%
CN(C)c1nc(SCC(=O)Nc2ccccc2)nc(N2CCOCC2)n1	.	-1%	-24%	-9%	-4%	8	9%	-9%	?	2%	-10%
COc1ccc(N=Cc2c(O)c3ccccc3oc2=O)cc1	-21%	-4%	-17%	-10%	0.76µM*	-4	4%	4%	?	-21%	0%
COc1ccccc1NC(=O)COc1ccc(C(=O)OCC(=O)NC(C)(C)C)cc1OC	-3%	6%	-4%	-4%	-4%	-2	8%	3%	?	7%	-1%
O=C(NCCc1ccccc1)c1ccc(CS(=O)Cc2cccc(Cl)c2)o1 (stereo unspecified)	.	-9%	8%	-1%	-4%	10	-1%	5%	0%	4%	-1%

3 entries from above, ordered by the value under Mito fusion yeast, lowest first:
Molecule	Mito fusion yeast
Cc1nc2c(Br)c3nc(C(F)(F)F)[nH]c3c(Br)c2[nH]1	-2%
CN(C)c1nc(SCC(=O)Nc2ccccc2)nc(N2CCOCC2)n1	-1%
Nc1ccccc1C(=O)NCCCN1CCOCC1	6%

Screens as filed in PubChem BioAssay.
